ARNT-TACC3 inh: disrupts binding between human ARNT and TACC3 | AlphaScreen His-ARNT PAS-B/GST-TACC3 binding, luminescence; TACC3 fragment carries E629A point mutation | inhibition, % at 9.99 µM | hit rate 0.66% among 390,000 | AID 623870;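 active = mean inhibition of replicates at least 50% and at least half of replicates each reaching 50%; inconclusive = half or more replicates reach 50% but mean below 50%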;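 also: 0% = complete ARNT plus TACC3 wells and 100% = ARNT alone without TACC3; many hits fall short of the cut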
Statin myotox sup: suppression of simvastatin myotoxicity | C2C12 myotubes + simvastatin, ATP luminescence, 48 h; scaled: DMSO 0, geranylgeraniol control 100 | rescue of ATP level, % at 7.49 µM | hit rate 0.78% among 330,000 | AID 602340;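 active = mean ATP rescue above about 67%, or every replicate alone reaching that limit, limit read from the data, passing the limit was not always enough; inconclusive = no clear call, values can overlap the other calls; inactive = mean under the limit and some replicate under it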;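 also: myotubes were challenged with 10 µM simvastatin during compound exposure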
esBAF inh: inhibitors of esBAF chromatin remodeling in mouse ES cells; hit rate 2% among 350,000; reporter increase, % at 12.5 µM; Bmi1-luciferase knock-in reporter, 24 h; 100% = twice the neutral-well signal; AID 602393; in the data active = activation above about 40%; inconclusive = no clear call, values can overlap the other calls;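 also: 0% = median of the plate's neutral control wells and 100% = double that signal; a rise in the Bmi1 reporter signal indicates esBAF inhibition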
ERp5 inh: blocks human ERp5 reductase activity on insulin | Q15084 | ERp5 insulin aggregation, absorbance 650 nm, 90 min | inhibition, % at 9.99 µM | hit rate 0.05% among 350,000 | AID 651711;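 active = mean replicate inhibition above about 25%, with every replicate also reaching it, limit read from the data, passing the limit was not always enough; inconclusive = only one of those two criteria met; inactive = neither criterion met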
Target sequence (Q15084 whole entry, looked up): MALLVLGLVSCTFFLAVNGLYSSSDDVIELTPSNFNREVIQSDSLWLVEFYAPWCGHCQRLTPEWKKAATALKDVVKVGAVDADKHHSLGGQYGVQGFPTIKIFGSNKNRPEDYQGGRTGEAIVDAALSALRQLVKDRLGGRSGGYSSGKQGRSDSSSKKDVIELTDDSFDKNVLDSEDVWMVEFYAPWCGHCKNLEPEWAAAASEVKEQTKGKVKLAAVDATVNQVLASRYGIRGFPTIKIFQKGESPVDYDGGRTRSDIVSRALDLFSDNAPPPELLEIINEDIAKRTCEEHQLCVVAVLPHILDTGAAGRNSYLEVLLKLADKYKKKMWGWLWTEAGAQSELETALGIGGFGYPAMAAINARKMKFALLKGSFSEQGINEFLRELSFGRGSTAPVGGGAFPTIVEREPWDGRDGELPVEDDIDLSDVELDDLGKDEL
SIRT5 block: blocks human SIRT5 desuccinylation of peptide | Purified SirT5, succinyl-peptide AMC, trypsin-coupled fluorescence | inhibition, % at 15 µM | hit rate 1.1% among 330,000 | AID 652115; in the data active = inhibition above about 15%; inconclusive = no clear call, values can overlap the other calls
Target sequence (Q9NXA8 whole entry, looked up): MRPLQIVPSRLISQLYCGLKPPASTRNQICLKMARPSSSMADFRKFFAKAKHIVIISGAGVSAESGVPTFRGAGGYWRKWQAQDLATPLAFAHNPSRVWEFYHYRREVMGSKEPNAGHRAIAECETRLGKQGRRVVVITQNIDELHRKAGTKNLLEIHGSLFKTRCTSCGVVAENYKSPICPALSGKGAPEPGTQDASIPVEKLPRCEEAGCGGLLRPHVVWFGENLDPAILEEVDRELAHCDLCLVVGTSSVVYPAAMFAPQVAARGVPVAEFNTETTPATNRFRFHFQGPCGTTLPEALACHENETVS
miR122 inh: inhibitors of miR-122 in Huh7 cells; Huh7 miR-122 Renilla luciferase sensor, 48 h; neutral wells = 0, positive control = 100; activation (reporter increase), % at 12.5 µM; hit rate 0.3% among 340,000; AID 602342;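 active = mean replicate activation score at least 90 and every replicate individually at or above 90; inconclusive = only one of the two criteria met; inactive = neither criterion met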;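 also: higher luciferase means less miR-122 activity so hits act as miR-122 inhibitors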
Cneo AK release: Cryptococcus neoformans lysis via adenylate kinase release; C. neoformans lysis, adenylate kinase release luminescence, 4 h; normalised: neutral wells 0, clomiphene wells 100; hit rate 0.2% among 360,000; lysis activity, % at 15 µM;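 active = mean lysis activity across replicates of at least 80%, whatever share of replicates individually reach that level; inactive = mean lysis activity below 80%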
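Material – Cryptococcus neoformans yeast cells · Quantity – 5 × 10^6 yeast cells/mL · Buffer or medium – YPD medium · Compound – single dose · Timing – 4 h static compound exposure, 37 °C, read 1 h post-reagent · Signal – adenylate kinase release luminescence · Read-out basis – lysis from increased AK signal · Benchmarks – Clomiphene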
* marks the source's active call; other numbers are inactive results; u = inconclusive; x = not tested or not shown; & = joins results of further samples; [ ] = another dose, or the depositor's remark.

SMILES	ARNT-TACC3 inh	Statin myotox sup	esBAF inh	ERp5 inh	SIRT5 block	miR122 inh	Cneo AK release
CC(C)NC(=O)N1[C@@H]2CN(C(=O)c3ccc(F)cc3)c3ccccc3[C@@H]2[C@@H]1CO	4	-4	0	x	x	20[16.7 µM]	-8
O=C(C[C@@H]1CC[C@H](NC(=O)Nc2ccc3c(c2)OCO3)[C@H](CO)O1)NCc1ccc2c(c1)OCO2	-5	1	9	3	0	x	-2
Cc1ccc(N2C(=O)C(CN(C)C)C2c2ccccc2)cc1 (stereo not drawn)	2	-7	-3	x	x	-7	-1
CC(=O)Nc1ccc(S(=O)(=O)N2CCN(c3cc(C)ccc3C)CC2)cc1	5	4	1	2	-1	-5	-3
Cc1ccc(S(=O)(=O)N2CCC(=O)N(CCOCc3ccccc3C)CC2)cc1	-1	9	-5	x	x	-4	-1
[O-]C1=N/[N+](=C/c2ccc(Cl)cc2)CC1	4	-5	-5	x	x	x	-4
Cc1cc(CSc2ccccc2)ccc1NC(=O)c1ccc(C)c([N+](=O)[O-])c1	-6	x	x	5	-2	x	x
C[C@@H]1CN([C@H](C)CO)C(=O)c2cc(NC(=O)CCCN(C)C)ccc2O[C@@H](C)CCCCO[C@H]1CN(C)CC1CCCCC1	x	-21	-3	x	x	-1[16.7 µM]	x
NC(=O)c1ccc(NC(=O)COC(=O)CCc2ccc(S(=O)(=O)N3CCCCC3)cc2)cc1	-1	1	2	0	1	-8	-6
CCC(=O)Nc1ccc(C(=O)CSc2nnc(CNc3ccc(Cl)cc3)o2)cc1OC	-6	2	10	x	x	-4	-1
CCC(=O)Nc1ccc2c(c1)OC[C@H](C)N(CC1CCOCC1)C[C@@H](C)[C@H](OC)CN(C)C2=O	-7	9	3	2	-3	12[16.7 µM]	-1
CC1CCc2c(sc3ncnc(SC(C)C(=O)NCC4CCCO4)c23)C1 (stereo not drawn)	2	x	x	-2	2	4	x
NC(=O)CSc1nnc(-c2cccc(S(=O)(=O)N3CCCCC3)c2)o1	-1	-11	-5	-3	x	2	x
C[C@@H]1CN([C@H](C)CO)C(=O)c2c(c3ccccc3n2C)-c2ccccc2CO[C@H]1CN(C)C(=O)[C@@H](Cc1ccccc1)N(C)C	3	-11	10	1	5	x	4
Cc1ccc(CNC(=O)C2CCN(S(=O)(=O)c3cccc4nonc34)CC2)cc1	-26	8	2	-1	-3	6	0
C[N+](C)(C)CCOP(=O)(O)OP(=O)([O-])OC[C@H]1O[C@@H](n2ccc(N)nc2=O)[C@H](O)[C@@H]1O	-1	-4	1	x	x	1	-1
COc1ccc(N2CC(C(=O)NCCc3ccc(Cl)cc3)CC2=O)c(OC)c1 (stereo not drawn)	-2	-5	4	-4	-3	-1	1
COc1cc(/C=C(\C#N)C(=O)Nc2cccc(C(=O)O)c2)ccc1OCc1ccc(F)cc1	12	33	39	-2	2	0	-1
CCN1C(=O)/C(=C/N2CC(C)CC(C)C2)SC1=S (stereo not drawn)	-18	3	5	x	x	1	1
COCCCNC(=O)CNC(=S)N(Cc1ccccc1)Cc1cccnc1	-7	3	-7	5	2	2	-1
Nc1nc2nonc2nc1N1CCCCC1	-6	x	4	x	x	-2	-4
COc1ccc(NC(=O)COc2ccc(-c3nn(C)c(=O)c4ccccc34)cc2)cc1	0	4	-3	2	-11	4	-4
COc1ccccc1NC(=O)CCNC(=O)Cn1ccc2ccccc2c1=O	1	13	-2	-3	-5	-22	x
COCCn1c(-c2ccccc2)cnc1SCC(=O)Nc1cccc2ccccc12	25	x	x	x	x	-5	-3
Cc1ccc(C)c2nc(Cl)c(C#N)cc12	x	1	-1	0	-4	-19	1

Results in ARNT-TACC3 inh, ERp5 inh and SIRT5 block, for some of the entries so far:
| compound | ARNT-TACC3 inh | ERp5 inh | SIRT5 block |
| --- | --- | --- | --- |
| O=C(C[C@@H]1CC[C@H](NC(=O)Nc2ccc3c(c2)OCO3)[C@H](CO)O1)NCc1ccc2c(c1)OCO2 | -5 | 3 | 0 |
| Cc1ccc(N2C(=O)C(CN(C)C)C2c2ccccc2)cc1 (stereo not drawn) | 2 | x | x |
| CC(=O)Nc1ccc(S(=O)(=O)N2CCN(c3cc(C)ccc3C)CC2)cc1 | 5 | 2 | -1 |
| Cc1ccc(S(=O)(=O)N2CCC(=O)N(CCOCc3ccccc3C)CC2)cc1 | -1 | x | x |

The list continues.
SMILES	ARNT-TACC3 inh	Statin myotox sup	esBAF inh	ERp5 inh	SIRT5 block	miR122 inh	Cneo AK release
O=C1c2ccccc2S(=O)(=O)c2cc(C(=O)N3CCN(c4ccc(Cl)cn4)CC3)ccc21	x	10	5	1	-1	x	1
CO[C@H]1CN(C)C(=O)c2ccc(NS(=O)(=O)c3cn(C)cn3)cc2OC[C@H](C)N(C)C[C@H]1C	-5	-3	-7	-2	10	-11[16.7 µM]	53
COc1c2c(nc3occc13)C(CC=C(C)C)(OC)C(O)CC2 (stereo not drawn)	-6	78*	2	x	x	7	-3
O=C(/C=C/c1ccccc1)n1cnnc1SC/C=C/c1ccccc1	3	x	x	0	0	x	x
CC(C)NC(=O)Cc1ccc(Br)cc1	-7	0	-4	x	x	-20	-2
Cc1cccn2c(=O)nc(SCC(=O)c3ccc(Cl)cc3)nc12	-2	-6	12	2	0	x	0
CC(C)NC(=O)N(C)C[C@@H]1Oc2cc(C#Cc3ccccn3)ccc2S(=O)(=O)N([C@@H](C)CO)C[C@H]1C	-4&-3	11&-2&-3	4&3&-3	1&-3&-4	-5&-2&3	2	2&-3&-3
Cc1nnc(SCC(=O)Nc2ccc(Oc3ccccc3)cc2)n1N	-2	-5	-3	x	x	-4	-1
COC(=O)[C@]1(Cc2ccccc2)N[C@H](CN(C)S(=O)(=O)c2ccc(F)cc2)[C@@H]2C(=O)N(Cc3ccccc3)C(=O)[C@@H]21	-4	-24	-1	2	3	x	3
Cc1nc(C)c(C(=O)NNC(=O)Nc2ccc(Cl)cc2)s1	5	-1	-8	2	-2	2	2
N#Cc1ccsc1NC(=O)CN1CCN(S(=O)(=O)c2ccccc2C(F)(F)F)CC1	-5	x	x	2	-1	x	x
CO[C@H]1CN(C)C(=O)c2cc(NC(=O)Nc3cccc(F)c3)ccc2OC[C@@H](C)N(C)C[C@H]1C	29	11	-10	-2	3	5[16.7 µM]	18
COc1ccc(-c2cc(=O)oc3cc(OCC(=O)N(C)C)ccc23)cc1	5	3	5	-4	2	1	0
CO[C@H]1CN(C)C(=O)c2ccc(NC(=O)C3CC3)cc2OC[C@H](C)N(Cc2ccncc2)C[C@H]1C	3	-4	-4	5	-4	x	3
COc1ccc(-c2cnc(N)nc2-c2ccc(OC)cc2)cc1	-6	11	4	3	-3	x	-3
Cc1cc(C)nc(CCNC(=O)c2cc(COc3ccc(F)cc3Cl)on2)n1	-9	8	2	-2	-1	0	2
Cn1c(Cl)c(/C=N/OC(=O)C2CC2)c2ccccc21	2	x	x	0	-1	x	x
Cc1ccc(S(=O)(=O)Nc2ccc3c(c2)C(=O)N([C@@H](C)CO)C[C@@H](C)[C@H](CN(C)C(=O)Nc2ccc4c(c2)OCO4)O3)cc1	x	23	5	x	x	3[16.7 µM]	x
COc1ccc(C(O)P(=O)(OCC(C)C)OCC(C)C)c(OC)c1 (stereo not drawn)	-6	-3	0	-7	6	19	-3
COCC(=O)N1C[C@@H](C)[C@@H](OC)CN(C)C(=O)c2ccc(NC(=O)c3ccc(F)cc3)cc2OC[C@@H]1C	-4	9	-3	-4	-4	0[16.7 µM]	-1
CCOC(=O)N1CCN(c2nc(C)c3c(n2)CC(C)CC3=O)CC1 (stereo not drawn)	-4	8	5	x	x	-2	-2
CSCCNC(=O)C1(C)CCN1C(=O)C/C=C/c1ccccc1 (stereo not drawn)	x	8	6	-6	x	3	-1
COCC(C)NCc1cccc([N+](=O)[O-])c1 (stereo not drawn)	-14	-11	-6	-5	-1	3	0
Cc1ccc2nc(N3CCN(C(=O)c4ccc(F)cc4)CC3)c(C#N)cc2c1	-3	20	-3	1	0	5	0
Cc1nnc(SCC(=O)N/N=C/c2cn(-c3ccccc3)nc2-c2ccccc2)n1-c1ccccc1	8	-2	63*	x	x	-8	0

Continued.
SMILES	ARNT-TACC3 inh	Statin myotox sup	esBAF inh	ERp5 inh	SIRT5 block	miR122 inh	Cneo AK release
CC(=O)N(c1ccccc1)c1c(F)c(F)c(F)c(F)c1F	-4	1	-8	x	x	-10	1
Cc1ccc(S(=O)(=O)c2ccc(Cl)cc2)cc1S(=O)(=O)N(C)CC(=O)O	-1	x	x	0	1	x	x
C[C@H](CO)N1C[C@H](C)[C@H](CN(C)C(=O)[C@H](Cc2ccccc2)N(C)C)OCc2ccccc2-c2ccccc2C1=O	3	-4	1	4	-7	x	-3
COc1cccc(C(=O)COc2cccc(NC(=O)c3cccc([N+](=O)[O-])c3)c2)c1	4	8	11	x	x	2	1
Cc1ccc(CNC(=O)CNS(=O)(=O)c2ccc(Br)s2)cc1	-7	-5	-7	1	0	0	1
CCNC(=O)[C@@H]1[C@@H](CO)[C@@H]2Cn3c(ccc(-c4ccncc4)c3=O)[C@H]1N2CC1CC1	-6	-3	-5	2	-2	-2[16.7 µM]	-7
COc1ccc(N(CC(=O)Nc2cccc(N(C)S(C)(=O)=O)c2)S(=O)(=O)c2ccc(F)cc2)cc1	-3	23	-10	-5	-1	3	0
CC1(C(=O)NS(=O)(=O)c2ccccc2OC(F)(F)F)CCN1C(=O)c1ccccc1 (stereo not drawn)	x	-13	-3	7	-3	-5	6
CCN(CC(=O)NCc1ccccn1)S(=O)(=O)c1cc(Cl)ccc1Cl	3	x	x	-3	3	-5	x
CC(CNc1ccc([N+](=O)[O-])c2cccnc12)Nc1c([N+](=O)[O-])cc(C(F)(F)F)cc1[N+](=O)[O-] (stereo not drawn)	6	x	x	x	x	-7	3
COCC(=O)N1CCC(Oc2ccc(C(=O)NC(C)c3csc(C)n3)cc2)CC1 (stereo not drawn)	2	-2	-4	-3	-1	-4	0
COC(=O)C(C)n1cnc2c(nnn2-c2cccc(Cl)c2)c1=O (stereo not drawn)	x	-4	0	4	-4	5	-1
CC(=O)Nc1cccc(NC(=O)CSc2nccn2Cc2ccccc2)c1	7	-3	10	-1	-3	x	-2
CCN(CC)c1ccc(CN2CCCCCC2)cc1	2	0	x	x	x	3	-2
COc1ccc(N2CCN(C(=O)COC(=O)c3ccc(C)o3)CC2)cc1	2	x	x	-3	-6	x	x
CCOC(=O)c1sc(NC(=O)Nc2ccc(Cl)cc2)nc1C	-3	-20	61*	x	x	-19	-10
CC(=O)c1sc(NC(=O)c2ccccc2F)nc1C	x	-27	-17	-2	2	-4	-3
C=CCn1c(SCC(=O)c2ccc(CNC(C)=O)o2)nc2scc(C3CC3)c2c1=O	-1	x	5	x	x	-3	x
C[C@@H]1CCCCO[C@@H](CN(C)C(=O)Nc2ccccc2)[C@H](C)CN([C@H](C)CO)C(=O)c2cc(NS(=O)(=O)c3ccccc3)ccc2O1	-6	x	4	-1	3	5[16.7 µM]	-3
CO[C@@H]1CN(C)C(=O)c2cc(NC(=O)C3CC3)ccc2OC[C@@H](C)N(Cc2ccccc2)C[C@@H]1C	-3	26	4	3	3	5[16.7 µM]	2
CC(=O)N1CCN(c2nnnn2-c2ccccc2)CC1	2	126*	-4	x	x	-1	-1
CC1(C)Cc2cccc(OCC(=O)NCc3ccccc3F)c2O1	-4	-7	-2	0	-2	25	-1
Cc1ccsc1/C=N/Nc1nc(Cl)c(Cl)cc1Cl	-5	-37	u	x	x	-1	0
Cc1nn(CC(=O)Nc2ccc3c(c2)nc2n3CCOC2)c(=O)c2ccccc12	2	13	9	x	x	-3	7
Nc1nnnn1/N=C/c1ccccc1Cl	x	-2	-6	-7	x	x	1
CCOC(=O)C(CC(=O)O)NCc1ccco1 (stereo not drawn)	15	-8	1	-1	-2	2	x
CCC(Sc1nc2ccccc2o1)C(=O)O (stereo not drawn)	0	x	x	0	2	x	x
O=C(Nc1ccc(F)cc1)N[C@@H]1CC[C@H](CCn2cc(C3(O)CCCC3)nn2)O[C@H]1CO	-7	5	-2	-1	-1	x	55

Screens deposited in PubChem BioAssay by Broad Institute.
